Screens as filed in PubChem BioAssay.
SR-BI DiI-HDL act = SR-BI HDL lipid transfer activation; CHO ldlA[mSR-BI] cells, DiI-HDL uptake fluorescence, 3 h; 100 = double the neutral-control signal; activation, % at 12.5 µM; 320,000 compounds, 0.096% hits; AID 504775;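 active = mean replicate activation of at least 60% and every replicate at or above 60%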;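 also: 0% = median plate neutral-control signal and 100% = twice that signal; values of inactives mirror those of a sister screen read the other way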
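Material: SR-BI-overexpressing, LDLR-lacking CHO cells | Dosing: Single compound concentration, delivered by pin transfer | Probe or stimulus: Labelled HDL, 10 µg/mL | Signal: Bottom-read cell fluorescence after medium removal, ex 550/em 595 nm | Schedule: 3 h, 37 °C | Evaluation: HDL uptake via cellular fluorescence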
Arr AP2 block = blocks beta-arrestin peptide binding to AP2 adaptin. FITC-arrestin peptide / GST-AP2 beads, flow cytometry; AP2 beta2 appendage carries R879A mutation. inhibition, % at 10 µM. 340,000 compounds, 0.31% hits;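 active = inhibition above a set limit, near 3 SD of compounds lacking own fluorescence, cut at about 54% in these data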;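 also: plate controls were DMSO wells for no effect and 5 µM unlabelled arrestin peptide for full effect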
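System: GST-AP2 R879A glutathione beads. Medium: PBS with 0.05% Tween 20 and 0.1% BSA. Also added: FITC-arrestin peptide, 50 nM. Incubation: 12 min plus 1 h, RT. Measured by: high-throughput flow cytometry of beads, ex 488, em 535 nm. Evaluation: percent drop in bead-associated FITC signal.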
PKA-R1A activ = activators of PKA-R1A complex | 340,000 compounds, 0.083% hits | PKA-R1A dissociation, Cy5-IP20 fluorescence polarization; scaled: DMSO 0%, 113 µM cGMP 100% | activation, % at 11.4 µM | P00514+P68181 | AID 504707;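 active = percent activation above the mean of all tested compounds plus 3 SD, cut at about 19% in these data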;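 also: higher means more PKAc released from R1A so a rise in polarization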
SR-BI DiI inh = mouse SR-BI HDL lipid transfer inhibition. 320,000 compounds, 0.96% hits. ldlA[mSR-BI] CHO cells, DiI-HDL uptake fluorescence, 3 h. inhibition, % at 12.5 µM. Q61009;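 active = mean replicate inhibition of at least 70% and a set share of replicates each scoring 70 or more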;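 also: 0% = median of neutral control wells and 100% = median of positive control wells; values of inactives mirror those of a sister screen read the other way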
MITF TRPM1 HTS = increases MITF-driven TRPM1 promoter luciferase signal. SK-MEL-5 TRPM1-promoter luciferase, 24 h; % of positive control, neutral wells = 0. activation, % at 12.5 µM. AID 588334. 300,000 compounds, 0.75% hits;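 active = mean activation of at least 80% with every replicate also reaching 80%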;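 also: 0% = neutral control wells and 100% = parthenolide positive control wells; values of inactives mirror those of a sister screen read the other way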
NSD2 inh = inhibitors of human histone methyltransferase NSD2; NSD2 peptide methylation, AlphaScreen, 120 min; AID 743445; O96028; inhibition, % at 12.5 µM; 310,000 compounds, 0.54% hits; in the data active = inhibition above about 50%
Mot1-301 SUMO = SUMOylation pathway inhibition by Mot1-301 growth rescue | 320,000 compounds, 1% hits | AID 2716 | S. cerevisiae Mot1-301 growth rescue, ATP luminescence, 38.5C; percent above DMSO median, 100 means doubled | growth rescue, % at 18.8 µM;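 active = every valid replicate shows activation above 250% relative to neutral control wells; inactive = the rest, any valid replicate at or below 250%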;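 also: OY570 slx delta 5 strain wells were the positive control but not used for scaling; some compounds called inactive have numbers as strong as hits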
dFosB act = enhances mouse delta FosB homodimer DNA binding; P13346; purified delta FosB, TAMRA-CDK5 oligo fluorescence polarization; percent of positive-control signal above neutral wells; activation, % at 25 µM; 340,000 compounds, 0.99% hits;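 active = mean activation above about 17%, with every replicate also reaching it, limit read from the data, passing the limit was not always enough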;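 also: fluorescence polarization rise as delta FosB binds a TAMRA Cdk5 AP-1 oligo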
PKA-R2B activ = activates the human PKA-R2B holoenzyme complex | P22694+P31323 | PKA-R2B holoenzyme dissociation, Cy5-IP20 fluorescence polarization; R2B truncated from residue 108, S112A mutant; 0% DMSO only, 100% 113 µM cGMP | activation, % at 11.4 µM | 340,000 compounds, 0.079% hits | AID 504700;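 active = activation above a cutoff set at the mean over all compounds plus 3 SD, cut at about 18% in these data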;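 also: higher means more holoenzyme dissociation and a rise in polarization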
Pemphigus Ab inh = inhibitors of pemphigus antibody binding to human desmoglein-3; P32926; DSG3-coupled beads, scFv-anti-DSG3-GFP binding, flow cytometry; hits give low values; binding (percent of control), % at 10 µM; 310,000 compounds, 0.48% hits; AID 588358;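 active = binding more than 3 SD below its plate's average and above zero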;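 also: hits lower antibody fragment binding to DSG3; some compounds called inactive have numbers as strong as hits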
Target sequence (P32926 whole entry, looked up, the tested form may be a part): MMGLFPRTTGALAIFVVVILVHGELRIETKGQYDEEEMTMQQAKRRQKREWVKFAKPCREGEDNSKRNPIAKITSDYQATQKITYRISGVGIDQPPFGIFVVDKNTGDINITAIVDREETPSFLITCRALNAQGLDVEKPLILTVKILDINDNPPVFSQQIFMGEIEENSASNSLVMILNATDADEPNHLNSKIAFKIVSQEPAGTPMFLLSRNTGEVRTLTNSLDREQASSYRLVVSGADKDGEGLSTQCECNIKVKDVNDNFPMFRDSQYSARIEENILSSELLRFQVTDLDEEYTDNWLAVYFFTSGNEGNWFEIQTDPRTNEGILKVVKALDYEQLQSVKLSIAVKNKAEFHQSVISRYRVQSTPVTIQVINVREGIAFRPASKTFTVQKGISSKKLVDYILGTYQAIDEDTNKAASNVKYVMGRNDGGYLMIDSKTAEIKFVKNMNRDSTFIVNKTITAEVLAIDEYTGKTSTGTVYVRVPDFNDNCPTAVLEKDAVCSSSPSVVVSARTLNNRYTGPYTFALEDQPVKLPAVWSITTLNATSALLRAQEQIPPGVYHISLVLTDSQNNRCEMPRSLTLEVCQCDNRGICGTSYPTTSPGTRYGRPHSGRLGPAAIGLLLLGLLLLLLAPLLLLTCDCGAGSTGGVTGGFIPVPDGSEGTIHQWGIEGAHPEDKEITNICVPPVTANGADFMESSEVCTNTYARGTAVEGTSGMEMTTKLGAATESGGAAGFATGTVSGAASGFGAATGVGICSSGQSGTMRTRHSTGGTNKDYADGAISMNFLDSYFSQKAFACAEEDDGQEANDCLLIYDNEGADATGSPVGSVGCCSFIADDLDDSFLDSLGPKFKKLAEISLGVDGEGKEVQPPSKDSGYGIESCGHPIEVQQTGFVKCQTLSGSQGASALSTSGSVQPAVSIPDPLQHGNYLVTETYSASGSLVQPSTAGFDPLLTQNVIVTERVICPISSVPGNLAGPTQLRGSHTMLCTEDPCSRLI
CDK5 p35 inh = CDK5/p35 (human) kinase inhibition; inhibition, % at 10 µM; AID 488839; 330,000 compounds, 0.01% hits; Q00535+Q15078; Recombinant CDK5/p35, ADP-Glo luminescence, 60 min;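 active = highest replicate inhibition of at least 50% and at least 75% of replicates reaching 50%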;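 also: plate controls were DMSO neutral control for no effect and GW8510 at 10 µM for full effect; many of its hits are not listed in these tables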
Starred values were filed as active, the others as inactive; . = not tested or not shown; & = joins results of further samples.

Compound,SR-BI DiI-HDL act,Arr AP2 block,PKA-R1A activ,SR-BI DiI inh,MITF TRPM1 HTS,NSD2 inh,Mot1-301 SUMO,dFosB act,PKA-R2B activ,Pemphigus Ab inh,CDK5 p35 inh
CCCSc1ccc([C@H]2N[C@@](C)(C(=O)OC)[C@H]3C(=O)N(C)C(=O)[C@@H]23)cc1,-2,-4,-3,2,-3,.,21,6,5,96,-0.5
OCCCc1cn(CC2CCCCC2)nn1,-6,-7,2,6,2,.,-21,-12,-10,99,-3.2
O=S(=O)(/C=C/c1ccccc1)c1ccccc1,9,14,-6,-9,.,-5,1,5,1,104,0.4
COc1ccc(CN(Cc2ccc(C(=O)O)cc2)C(=S)Nc2cccc(C)c2)cc1OC,-4,0,3,4,0,0,6,-6,-9,101,-2.4
CCOc1ccc(NC2=CC(=O)CC(c3ccco3)C2)cc1 (configuration not stated),-7,-1,0,7,10,3,16,-5,-4,89,-0.1
Cc1ccc(S(=O)(=O)N2CCOCC2)cc1NS(=O)(=O)c1ccc(F)c(F)c1,6,23,-9,-6,7,0,-11,1,0,106,0.0
O=C(O)CCc1nn2c3ccccc3nc2n(-c2ccccc2)c1=O,38,2,-2,-38,-10,-2,-5,2,1,119,-0.8
Cc1ccc(NC(=O)Cn2cnc3c(=O)n(C)c(=O)n(C)c32)c(C)c1,20,7,-5,-20,-13,2,668,2,0,91,-0.2
Clc1ccccc1CN(Cc1ccco1)Cc1nnnn1C1CCCC1,-20,15,9,20,-8,4,22,-6,2,100,0.0
COc1ccc(NC(=O)CCn2c(=O)c3cccn3c3ccccc32)c(OC)c1,-75,-9,-7,75*,9,-1,-10,-12,-6,103,.
O=c1[nH]c2cc3c(cc2cc1CN(Cc1cccs1)Cc1nnnn1Cc1ccco1)OCCO3,5,2,-14,-5,-10,9,-21,5,-20,97,-0.2
CC1=C(C(=O)Nc2ccc(C)cc2)C(c2ccc(C)o2)C2=C(CC(C)(C)CC2=O)N1 (configuration not stated),-5,-6,-2,5,9,-1,-11,-10,6,98,0.3
COc1ccc(S(=O)(=O)N2c3cc(Cl)ccc3Oc3nc4ccccc4nc32)cc1,-6,7,-13,6,-54,-2,1,2,-4,.,-0.3
Cc1ccc(C(=O)N(c2ccccc2)C2CC(C)N(C(=O)c3ccco3)c3ccccc32)cc1 (configuration not stated),7,7,-3,-7,-12,1,-10,-7,2,.,0.5
CCc1ccc(CNCCNCC(C)O)cc1 (configuration not stated),2,-4,-15,-2,3,0,-4,-5,5,98,-0.6
CCOC(=O)C(NC(=O)c1ccccc1Cl)(Nc1sc2c(c1C(N)=O)CCC2)C(F)(F)F (configuration not stated),16,4,-1,-16,4,6,.,-10,-16,103,0.5
Brc1ccccc1Cn1c(-c2cncs2)nc2ccccc21,.,6,-22,.,2,.,32,-2,-9,92,-0.1
O=C(OCC(=O)N1CCc2ccccc2C1)c1ccc(N2CCOCC2)c([N+](=O)[O-])c1,-10,0,-1,10,7,4,-14,-8,-6,126,-0.8
Cc1onc(-c2c(Cl)cccc2Cl)c1C(=O)N=C(N)N1CCCC1,16,-23,4,-16,-5,-1,-3,1,-8,.,0.2
CC1CCC(NC(=O)CSc2nnc(-c3cccnc3)o2)CC1 (configuration not stated),38,-1,-3,-38,-5,1,11,-4,6,128,0.8
CC(NC(=O)C1CCCC1)c1ccccc1 (configuration not stated),25,23,-11,-25,.,1,.,2,2,93,1.8
COc1ccc(NC(=O)Nc2ccccc2SC)cc1,-17,-7,-4,17,35,2,-3,-3,-8,95,-0.2
O=C(O)c1ccccc1OCCOc1ccccc1,12,11,-8,4,1,-2,-5,14,1,94,4.4
CCC(C)[C@H](NC(=O)[C@@H]1Cc2ccccc2CN1C(=O)OC(C)(C)C)C(=O)NCC1CCC(C(=O)O)CC1 (some centres not stated),8,21,10,-8,5,.,-17,-2,-3,103,0.7
CC(=O)Nc1ccc(N2C(=O)CSC2c2ccc([N+](=O)[O-])cc2)cc1 (configuration not stated),9,2,-9,-9,0,-1,-17,3,-2,105,-3.9

For reference, five of the compounds above:
Compound,SR-BI DiI-HDL act,Arr AP2 block,PKA-R1A activ,SR-BI DiI inh,MITF TRPM1 HTS,NSD2 inh,Mot1-301 SUMO,dFosB act,PKA-R2B activ,Pemphigus Ab inh,CDK5 p35 inh
CCCSc1ccc([C@H]2N[C@@](C)(C(=O)OC)[C@H]3C(=O)N(C)C(=O)[C@@H]23)cc1,-2,-4,-3,2,-3,.,21,6,5,96,-0.5
OCCCc1cn(CC2CCCCC2)nn1,-6,-7,2,6,2,.,-21,-12,-10,99,-3.2
O=S(=O)(/C=C/c1ccccc1)c1ccccc1,9,14,-6,-9,.,-5,1,5,1,104,0.4
COc1ccc(CN(Cc2ccc(C(=O)O)cc2)C(=S)Nc2cccc(C)c2)cc1OC,-4,0,3,4,0,0,6,-6,-9,101,-2.4
CCOc1ccc(NC2=CC(=O)CC(c3ccco3)C2)cc1 (configuration not stated),-7,-1,0,7,10,3,16,-5,-4,89,-0.1

New compounds follow:
canonical_smiles	SR-BI DiI-HDL act	Arr AP2 block	PKA-R1A activ	SR-BI DiI inh	MITF TRPM1 HTS	NSD2 inh	Mot1-301 SUMO	dFosB act	PKA-R2B activ	Pemphigus Ab inh	CDK5 p35 inh
Cc1cc(C(=O)Nc2ccc3c(c2)OCCO3)c(C)o1	-14	-6	-7	14	.	3	29	4	-2	99	0.5
COC(=O)c1cn(Cc2cc(OC)ccc2OC)cc(F)c1=O	.	-2	2	.	-2	0	-5	-14	12	118	0.0
CCC1(CC)Cc2ccccc2C2=C(C(=O)N3CCCCC3)C(=O)C(=O)N21	28	1	5	-28	7	0	-5	-6	-4	90	0.6
COC(=O)c1ccc(-c2ccc([C@H]3[C@H]4C=CC[C@@H](C)[C@@H]4C(=O)N3Cc3ccccc3)c(F)c2)cc1	-49	4	-9	49	.	.	-21	4	-11	110	-0.1
COc1cc(/C=C2/C(=O)NN(c3ccc(F)cc3)C2=O)cc([N+](=O)[O-])c1O	.	-4	4	.	15	9	110	-5	-1	98	.
O=c1cc(NCc2ccccc2)nc2ccccn12	-2	-7	0	2	3	5	-10	-3	-3	102	1.2
Nc1ccc(N2CCCCC2)cc1N1CCCCC1	-19	21	3	19	-28	39	-18	8	-4	94	1.8
C=CC[C@@H](CC(=O)N[C@@H](CO)Cc1ccccc1)C(=O)NC[C@@H](OC(=O)[C@@H](CC=C)CC(=O)OC(C)(C)C)c1ccccc1	-9	-8	-2	9	-3	.	64	-1	-11	110	0.8
Cc1nn(C)cc1CNC(=O)Nc1ccc(Cl)c(Cl)c1	-8	6	-4	8	77	6	-18	-5	6	98	-0.1
COc1ccc(CN2CCN(Cc3ccc(OC)c(OC)c3OC)CC2)cc1	5	21	6	-5	-5	1	10	-12	2	91	-0.8
O=C(NCCCO)c1ccc(CSc2nc3ccccc3c(=O)[nH]2)cc1	15	-3	4	-15	-15	.	-5	-10	6	85	-0.7
Cc1c(Br)c(-c2n[nH]c(=S)n2Cc2ccco2)nn1C	-10	7	3	10	22	0	-17	-8	-9	127	-0.1
Cc1ccccc1NC(=O)CCSc1nnnn1-c1ccccc1	-1	17	-3	1	.	3	0	-14	7	112	-0.4
CCOC(=O)C(C)/C(C)=N/NC(=O)c1cc2ccccc2cc1O (configuration not stated)	-28	.	3	28	-3	-3	-16	-5	0	104	-3.0
CC(C)CC(=O)C(=O)O	12&7	-2&6	1&-10	-12&-7	-7&-15	.	7&2	10&-1	-1&-9	111	-0.8&-0.1
CCCn1cnc2c(SCc3ccccc3Cl)nc(N)nc21	9	-11	-7	-9	8	3	.	-6	-3	119	-0.2
CCOc1ccc2nc(SCC(=O)Nc3cc4c(cc3C(C)=O)OCO4)[nH]c2c1	-31	3	-14	31	7	-3	-8	3	-11	101	2.7
CCOC(=O)c1ccc(N/C(=N/S(=O)(=O)c2ccccc2)c2ccccc2)cc1	-36	11	-2	36	-7	22	-19	4	-10	127	6.6
O=C(CCC1CCCC1)NCc1ccccn1	25	19	-6	-25	8	-3	-11	2	3	93	3.1
O=C(OCC(=O)N1CCCc2ccccc21)c1ccc(C(F)(F)F)cc1	6	-3	-3	-6	5	1	-9	-6	-4	103	-0.2
Cn1c(=O)c2c(ncn2CC(=O)N2CCN(c3ccccc3F)CC2)n(C)c1=O	-3	0	7	3	7	10	-1	-6	-8	97	-0.7
COc1ccc(C(=O)c2c(C(F)(F)F)oc3c2C(=O)c2ccccc2C3=O)cc1OC	-14	27	6	14	.	13	-17	-2	-8	.	-0.2
CCOC(=O)N1C2C=CC(C2)N1C(=O)OCC	17	9	0	-17	-1	-4	.	1	-8	91	1.6
COc1ccc(COCC(O)CN2CCCCC2)cc1OC (configuration not stated)	4	37	3	-4	-7	0	-10	-4	10	100	1.0

This is a random part of the collection. About 4.7% of those tested had a hit in this group.
